Assay outcomes from PubChem BioAssay.
PME-1 primary – PME-1 inhibitors via competitive probe labeling, primary screen, biochemical, fluorescence polarization, FP-Rh probe, HTS; recombinant PME-1; AID 2130, 2009; 320,000 tested, 0.53% active; Protein phosphatase methylesterase 1 (Homo sapiens), Q9Y570; inhibition, % at 5.9 µM;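 active = inhibition above the campaign mean of all compounds plus 3 SD, cut at about 26% in these data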;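 also: competitive labeling of PME-1 active site by serine hydrolase directed probe; 0% = PME-1 with DMSO and 100% = wells lacking PME-1 enzyme; inhibitors block probe labeling so polarization falls and inhibition rises; many of its hits are not listed in these tables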
LYPLA2 inh – LYPLA2 inhibitors, primary screen, counter-screen for PME1 inhibitor project, biochemical, fluorescence polarization, FP-Rh probe ABPP; Acyl-protein thioesterase 2 (Homo sapiens), O95372; 320,000 tested, 0.38% active; inhibition, % at 5.9 µM; recombinant LYPLA2;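 active = inhibition above the screen-wide mean plus 3 SD, limit set per campaign, cut at about 26% in these data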;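 also: 0% = LYPLA2 with DMSO and 100% = wells lacking LYPLA2 enzyme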
PAD4 FP inh – human PAD4 inhibitors, primary screen, biochemical, fluorescence polarization, 1536-well format. recombinant PAD4, RCA probe fluorescence polarization. inhibition, % at 6.36 µM. 330,000 tested, 0.41% active. Protein-arginine deiminase type-4 (Homo sapiens), Q9UM07. AID 485272, 2010;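 active = percent inhibition above a cutoff equal to the mean of all tested compounds plus 3 SD, cut at about 15% in these data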;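 also: 0% = PAD4 with RCA probe and DMSO and 100% = probe without PAD4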
PREPL inhibitor – PREPL enzyme inhibitors, primary screen, biochemical, fluorescence polarization; Prolyl endopeptidase-like (Homo sapiens), Q4J6C6; recombinant PREPL, fluorescence polarization activity-based probe; inhibition, % at 5.96 µM; 320,000 tested, 0.68% active; AID 2751, 2010; in the data active = inhibition above about 43%;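 also: 0% = enzyme with DMSO and 100% = wells lacking enzyme; many of its hits are not listed in these tables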
Target sequence (Q4J6C6 whole entry, looked up): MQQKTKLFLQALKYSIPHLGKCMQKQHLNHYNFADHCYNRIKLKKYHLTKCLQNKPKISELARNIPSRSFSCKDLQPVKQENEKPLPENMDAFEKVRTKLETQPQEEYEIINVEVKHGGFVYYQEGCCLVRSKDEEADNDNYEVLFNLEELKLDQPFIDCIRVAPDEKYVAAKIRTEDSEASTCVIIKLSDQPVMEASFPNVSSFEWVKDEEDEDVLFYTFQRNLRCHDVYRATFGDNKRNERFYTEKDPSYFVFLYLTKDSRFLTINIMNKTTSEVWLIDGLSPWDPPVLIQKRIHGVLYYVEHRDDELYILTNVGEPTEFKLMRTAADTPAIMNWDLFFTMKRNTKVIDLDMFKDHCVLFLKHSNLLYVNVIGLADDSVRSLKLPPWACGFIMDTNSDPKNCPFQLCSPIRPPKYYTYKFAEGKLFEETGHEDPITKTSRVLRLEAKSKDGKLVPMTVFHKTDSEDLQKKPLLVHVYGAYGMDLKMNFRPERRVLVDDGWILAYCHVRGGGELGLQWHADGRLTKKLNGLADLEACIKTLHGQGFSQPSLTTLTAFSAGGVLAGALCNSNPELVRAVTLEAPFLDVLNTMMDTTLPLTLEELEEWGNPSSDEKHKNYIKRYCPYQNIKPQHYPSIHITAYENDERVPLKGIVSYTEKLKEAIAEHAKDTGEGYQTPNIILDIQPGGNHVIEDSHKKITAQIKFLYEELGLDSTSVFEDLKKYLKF
PAFAH1B2 FP inh – PAFAH1B2 enzyme inhibitors, primary screen, biochemical, fluorescence polarization, human. recombinant PAFAH1B2, FP-rhodamine activity probe. inhibition, % at 3.39 µM. 340,000 tested, 1.2% active. AID 492953, 2010;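 active = inhibition above the mean of all tested compounds plus 3 SD, cut at about 24% in these data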;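 also: 0% = enzyme with DMSO and 100% = wells lacking PAFAH1B2; many of its hits are not listed in these tables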
pPAFAH inh – pPAFAH enzyme inhibitors, primary screen, biochemical, fluorescence polarization, human; 330,000 tested, 1.5% active; recombinant pPAFAH, FP-rhodamine probe fluorescence polarization; inhibition, % at 3.39 µM; AID 463082, 2010; Platelet-activating factor acetylhydrolase (Homo sapiens), Q13093;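 active = inhibition above the mean inhibition across the screen plus 3 SD, cut at about 25% in these data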;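 also: inhibitors block binding of the rhodamine activity-based probe so polarization drops; 0% = enzyme with DMSO and 100% = wells lacking pPAFAH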
LYPLA1 counter – LYPLA1 inhibitors, primary screen, counter-screen for PME1 inhibitor project, biochemical, fluorescence polarization, FP-Rh probe ABPP | recombinant LYPLA1 | inhibition, % at 5.9 µM | 320,000 tested, 0.16% active | AID 2174, 2009;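 active = inhibition above the mean of all tested compounds plus 3 SD, set per campaign, cut at about 14% in these data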;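 also: inhibitors block serine hydrolase probe labeling of LYPLA1 so polarization falls; 0% = enzyme with DMSO and 100% = wells lacking LYPLA1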
Target sequence (O75608 whole entry, looked up): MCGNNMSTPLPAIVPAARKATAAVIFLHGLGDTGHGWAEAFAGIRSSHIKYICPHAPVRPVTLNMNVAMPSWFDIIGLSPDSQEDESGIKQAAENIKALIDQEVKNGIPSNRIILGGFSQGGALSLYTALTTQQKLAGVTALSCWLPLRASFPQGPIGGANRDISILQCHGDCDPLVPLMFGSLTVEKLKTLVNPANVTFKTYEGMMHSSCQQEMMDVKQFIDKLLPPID
PAFAH1B3 inh – PAFAH1B3 enzyme inhibitors, primary screen, biochemical, fluorescence polarization, human; Platelet-activating factor acetylhydrolase IB subunit alpha1 (Homo sapiens), Q15102; recombinant PAFAH1B3, FP-rhodamine probe; 340,000 tested, 0.28% active; inhibition, % at 3.39 µM; AID 492972, 2010;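 active = inhibition above the screen-wide average of all tested compounds plus 3 SD, cut at about 25% in these data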;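 also: 0% = enzyme with DMSO only and 100% = wells lacking PAFAH1B3 protein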
GSTO1 counter – inhibitors of recombinant GSTO1, primary screen, counter-screen for RBBP9 inhibitor project, biochemical, fluorescence polarization. activity-based probe fluorescence polarization. inhibition, % at 5.96 µM. 300,000 tested, 1.1% active. Glutathione S-transferase omega-1 (Homo sapiens), P78417;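 active = inhibition above the campaign mean inhibition plus 3 SD, cut at about 35% in these data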;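 also: 0% = GSTO1-1 with DMSO and 100% = wells lacking GSTO1-1 enzyme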
* marks the source's active call; other numbers are inactive results; nt = no result given. A portion of the library; the hit share may differ from the screen's.

Each structure is followed by: PME-1 primary	LYPLA2 inh	PAD4 FP inh	PREPL inhibitor	PAFAH1B2 FP inh	pPAFAH inh	LYPLA1 counter	PAFAH1B3 inh	GSTO1 counter
[1] CNc1ccccc1C(=O)OCC(=O)Nc1ccc2c(c1)OCO2
  6	0	-1	1	-2	10	-1	2	3
[2] CCN1CCN(C(=O)/C=C/c2cccc(Cl)c2)CC1
  -1	3	3	9	1	2	2	2	3
[3] CC(=O)c1cc(CN2CCC(C(=O)Nc3ccc(-n4nc(C)cc4C)cc3)CC2)cs1
  5	23	2	1	1	-2	6	2	-2
[4] COc1ccc(N(CC(=O)NC2CCCC2)C(=O)Cn2nnc(-c3ccc(C)cc3)n2)cc1OC
  2	-3	3	9	1	-3	0	-5	6
[5] COCCn1c(-c2ccccc2)nc(=S)c2c1CC(C)(C)OC2
  0	2	-1	7	2	4	0	13	-4
[6] COc1ccc2[nH]c(C(=O)N/N=C/c3ccc(OC)c(O)c3)cc2c1
  26	7	1	20	6	6	3	5	0
[7] COc1ccc(OC)c(C(=O)COC(=O)C(CCSC)NC(=O)COc2ccccc2)c1 (centres undefined)
  2	3	-1	-5	5	4	-2	6	-3
[8] COc1ccc(-c2cn[nH]c2-c2ccc(OCc3ccccc3)cc2O)cc1OC
  7	2	3	49*	1	9	-6	6	-17
[9] Cc1ccc(OC(=O)c2c(C)nn(-c3ccccc3)c2C)cc1
  -1	5	2	17	-3	4	1	2	11
[10] c1ccc(-c2cc(N3CCOCC3)nc(-c3ccccc3)n2)cc1
  0	9	-1	8	-7	2	2	3	-3
[11] O=C(NCc1cccnc1)C1CCCN(S(=O)(=O)c2cccc3nsnc23)C1 (centres undefined)
  -13	-8	-4	4	3	-4	-3	5	11
[12] CCCCC(=O)NC(=S)Nc1ccccc1N1CCCCC1
  5	-3	1	12	4	2	-1	3	2
[13] CC(=O)c1ccccc1NS(=O)(=O)c1cccc2nsnc12
  1	6	-3	8	-1	4	6	-4	5
[14] CCOc1ccc(N(C(C)C(=O)N2CCCC2)S(C)(=O)=O)cc1 (centres undefined)
  -3	-1	0	-8	6	5	1	0	1
[15] O=C(NCCCCNC(=O)c1ccccn1)c1ccccn1
  -7	-8	-4	-4	10	-2	1	4	10
[16] O=C1c2ccccc2C(=O)N1CC#CCN1CCN(C2CCCCC2)CC1
  3	2	0	7	0	-5	5	0	0
[17] COc1cc(NC(=O)c2cccs2)c(C(=O)OCC(=O)NC(C)c2ccccc2)cc1OC (centres undefined)
  -2	-3	-3	-1	-1	3	-10	-4	-4
[18] CC1(c2ccc(Cl)cc2)NC(=O)N(CC(=O)Nc2cccnc2Cl)C1=O (centres undefined)
  0	-7	2	-43	1	-3	1	0	1
[19] Cc1nc2ccc(NC(=O)c3cnc(Cl)c(Cl)c3)cc2s1
  -5	0	-7	-5	3	1	-2	5	0
[20] O=c1c(Cc2ccc(F)cc2)c(O)ccn1CCCn1ccnc1
  2	1	4	-3	-3	2	-1	5	7
[21] COc1ccccc1NC(=O)C(C)OC(=O)CCNS(=O)(=O)c1cccc(C(F)(F)F)c1 (centres undefined)
  0	7	-5	3	0	12	2	-2	nt
[22] C=C(C)C(=O)Oc1ccc(N2C(=O)[C@@H]3C4C=CC(C4)[C@@H]3C2=O)cc1
  -3	5	2	19	5	1	-1	8	-1
[23] O=C(Nc1nc2ccc3ccccc3c2s1)c1ccc(N2CCCCC2)c([N+](=O)[O-])c1
  -6	4	2	2	-4	-2	-3	5	4
[24] O=C(c1c(Cl)nc2sccn12)N1CCCc2ccccc21
  -1	4	2	13	2	-1	0	6	9
[25] Cc1cc(C)cc(NC(=S)N2CCC(NC(=O)c3ccc(F)cc3)CC2)c1
  -5	1	-8	12	4	-1	-5	-2	-11
[26] O=C(NN=C1CCCCCC1)c1cc(-c2ccccc2)nc2ccccc12
  -21	-24	-1	3	-1	-10	-9	-6	-1
[27] CCCC1CCc2c(sc(N)c2C(N)=O)C1 (centres undefined)
  2	-3	-6	1	6	9	-2	7	-5
[28] Cc1ccc(NC(=O)CN(C)C(=O)c2cccc(S(=O)(=O)N3CCc4ccccc43)c2)cc1
  11	-1	-2	14	8	0	-4	4	nt
[29] CCOc1cc(C=O)ccc1OCc1cc(=O)n2cc(C)ccc2n1
  4	4	1	12	2	0	3	5	3
[30] Cc1ccccc1C(=O)Nc1nnc(-c2ccncc2)o1
  -4	1	-5	-7	4	1	1	8	-2
[31] CCCCNc1ccc(C(CC(N)=O)NC(=O)c2cc(C)cc(C)c2)cc1[N+](=O)[O-] (centres undefined)
  -2	-1	4	20	1	-2	-3	-1	-3
[32] Cc1ccc(-c2csc(NC(=O)C[n+]3cc(-c4ccc(C)cc4)n4c3CCC4)n2)cc1
  16	4	0	-27	7	13	-1	4	-7
[33] O=C(COC(=O)Cc1cccc(C(F)(F)F)c1)Nc1cccc2ccccc12
  6	-1	-2	-25	5	9	-2	6	1
[34] O=C(COc1ccccc1)Nc1cc(Cl)ccc1Cl
  2	-5	-5	14	2	0	-3	10	1
[35] COc1cc2nc(CN3CCC(C(O)(c4ccccc4)c4ccccc4)CC3)[nH]c(=O)c2cc1OC
  -6	2	5	5	1	1	0	12	-4
[36] O=C(CCl)N(c1ccccc1)C1CCCCC1
  -6	3	2	5	33*	0	3	2	67*
[37] CCCC(=O)Nc1cc(-c2nn(C)c(=O)c3ccccc23)ccc1OC
  -4	-1	0	2	3	-1	0	-3	6
[38] O=C(CCS(=O)(=O)c1ccc(F)cc1)Nc1nnc(-c2ccc(F)cc2)o1
  -7	2	1	-1	8	4	3	-1	5
[39] Cn1cc(CN2CCCC(C(=O)Nc3ccc(-c4cccc(F)c4)cc3)C2)cn1 (centres undefined)
  -7	-2	-4	8	2	4	-3	-1	-5
[40] Cc1cc(C)nc(SCNC(=O)c2ccc(F)cc2)n1
  7	-4	1	3	2	5	4	12	36*

41) COc1ccc(-c2cc3ccc(OCC(N)=O)cc3oc2=O)cc1OC
42) O=C(CSc1ccccn1)Nc1ccc(F)c([N+](=O)[O-])c1
43) CCOC(=O)C1=C(CS(=O)(=O)c2ccccc2)NC(=O)NC1c1cc(OC)c(O)c(OC)c1 (centres undefined)
44) CC(CN1CCCC1)OC(=O)c1ccc(Cl)cc1 (centres undefined)
45) O=C(Cc1ccc(Br)cc1)OCC(=O)N1CCc2ccccc2C1
46) Cc1ccc(C(=O)c2nc(C(=O)NCCO)nc3ccccc23)cc1

Compound	41	42	43	44	45	46
PME-1 primary	-8	1	0	-5	0	5
LYPLA2 inh	-1	7	8	1	6	4
PAD4 FP inh	-8	2	-3	-2	1	1
PREPL inhibitor	6	-1	16	-8	0	14
PAFAH1B2 FP inh	1	-2	1	1	10	0
pPAFAH inh	-7	3	6	-6	23	2
LYPLA1 counter	-1	1	-3	1	-1	2
PAFAH1B3 inh	3	6	-1	3	2	-6
GSTO1 counter	4	2	9	5	-8	nt

47) Cc1cc(C(=O)OCC(=O)N(CC(C)C)c2c(N)n(Cc3ccccc3)c(=O)[nH]c2=O)c2ccccc2n1
48) CCC(NC(=S)Nc1ccccc1)C(=O)O (centres undefined)
49) CCOC(=O)c1ccccc1-c1csc(NS(=O)(=O)c2ccc(Cl)cc2)n1
50) CCC(=O)N1CCc2cc(S(=O)(=O)N3CCN(c4cc(Cl)ccc4C)CC3)ccc21
51) O=C(Nc1ccc(Cl)cn1)c1ccccc1F
52) CCN(CC)C(=O)Cn1c(=O)n(-c2ccccc2)c(=O)c2sccc21

Compound	47	48	49	50	51	52
PME-1 primary	-1	-6	8	1	1	-4
LYPLA2 inh	-2	0	4	1	4	5
PAD4 FP inh	-6	1	1	-1	-2	2
PREPL inhibitor	-9	8	17	1	-5	-4
PAFAH1B2 FP inh	-2	4	17	2	2	1
pPAFAH inh	4	-9	8	3	4	5
LYPLA1 counter	-6	0	0	-1	-2	1
PAFAH1B3 inh	7	-3	15	3	1	-3
GSTO1 counter	-5	-5	7	-1	6	6

53) c1ccc(C2NCCc3ccccc32)cc1 (centres undefined)
54) O=C(c1ccc(Br)cc1)N(Cc1nc2ccccc2c(=O)[nH]1)C1CCCC1
55) COc1ccc(C(CCNCc2ccc(F)cc2)c2ccc(F)cc2)cc1 (centres undefined)
56) COC(=O)c1sc(NC(=O)/C=C/c2ccc(C)cc2)nc1C
57) Cn1c(SCC(=O)Nc2ccc(N3CCOCC3)cc2)nnc1-c1ccco1
58) CSc1ccc(/C=C/C(=O)OCC(=O)NCC2CCCO2)cc1 (centres undefined)
59) NC(=O)c1ccsc1NC(=O)c1cccs1

Compound	53	54	55	56	57	58	59
PME-1 primary	-2	6	3	-7	-6	-4	-7
LYPLA2 inh	7	-4	1	2	0	-1	-7
PAD4 FP inh	-1	0	-4	-1	-2	2	0
PREPL inhibitor	-4	-34	17	-1	3	7	1
PAFAH1B2 FP inh	-2	3	0	-3	5	3	6
pPAFAH inh	3	2	1	0	0	5	5
LYPLA1 counter	4	-3	1	-2	1	-5	-2
PAFAH1B3 inh	7	4	2	-1	7	9	0
GSTO1 counter	0	-21	1	4	12	nt	4
